Bioassay records: PubChem BioAssay, National Center for Advancing Translational Sciences (NCATS)
D1 antagonist: human D1 dopamine receptor antagonism | P21728 | HEK293 TREx D1 cells, calcium flux, dopamine EC80; hits give low values | activity change, negative = inhibition, % at 10 µM | actives 3.2% (n = 360,000) | AID 504652; in the data active means activity change below about -30%; further: on the % scale 0 is the no-effect control and ±100 the full control effect
Target sequence (P21728 whole entry, looked up): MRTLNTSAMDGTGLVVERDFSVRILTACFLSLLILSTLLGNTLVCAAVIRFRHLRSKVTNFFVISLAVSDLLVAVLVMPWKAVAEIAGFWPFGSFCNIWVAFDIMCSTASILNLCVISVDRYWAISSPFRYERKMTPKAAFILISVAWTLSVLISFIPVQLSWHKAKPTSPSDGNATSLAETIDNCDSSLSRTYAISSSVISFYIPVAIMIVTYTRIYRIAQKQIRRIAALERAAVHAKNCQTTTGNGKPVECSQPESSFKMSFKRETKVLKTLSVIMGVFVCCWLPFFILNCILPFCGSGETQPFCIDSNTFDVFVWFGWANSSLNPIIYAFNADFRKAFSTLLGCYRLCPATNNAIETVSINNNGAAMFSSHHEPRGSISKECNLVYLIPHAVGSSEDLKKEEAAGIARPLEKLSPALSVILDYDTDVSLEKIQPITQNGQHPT
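Cells carrying a force-coupled, tetracycline-inducible human D1 receptor report calcium flux. Each well gets a 10 s baseline, compound with 180 s monitoring, then an EC80 dopamine stimulus with a second 180 s kinetic read.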
D2 potentiator: positive allosteric modulators of human D2 dopamine receptor; AID 485347; P14416; actives 0.34% (n = 340,000); HEK293 T-REx D2, calcium flux, EC20 dopamine potentiation; potentiation, % at 10 µM;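 active means potentiation over 3 SD above the plate norm, cut at about 30% in these data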; further: 0% is about no effect
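Calcium flux readout, no-wash dye, 1 read/s. Inducible HEK293 Trex D2 line, overnight 30 C. Compound alone 180 s (agonist flags), then EC20 dopamine, another 180 s to score potentiation.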
TRHR PAM: allosterically enhances the human TRH receptor; actives 0.66% (n = 360,000); P34981; AID 493056; enhancement, % at 2 µM; TRHR cells, fluo-8 calcium fluorescence, EC20 TRH enhancement; in the data active means enhancement above about 30%; further: 0% is about no effect
Target sequence (P34981 whole entry, looked up): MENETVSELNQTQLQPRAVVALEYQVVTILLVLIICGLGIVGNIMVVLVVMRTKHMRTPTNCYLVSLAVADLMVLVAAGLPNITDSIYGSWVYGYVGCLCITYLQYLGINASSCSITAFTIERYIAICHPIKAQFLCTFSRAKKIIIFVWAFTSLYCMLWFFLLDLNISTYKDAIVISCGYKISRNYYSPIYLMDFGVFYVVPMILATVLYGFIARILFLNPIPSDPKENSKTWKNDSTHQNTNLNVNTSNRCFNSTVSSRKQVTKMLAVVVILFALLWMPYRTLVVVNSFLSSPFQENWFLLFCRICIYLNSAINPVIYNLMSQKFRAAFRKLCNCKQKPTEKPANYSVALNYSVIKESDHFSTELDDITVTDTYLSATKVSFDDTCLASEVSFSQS
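TRHR-expressing cells loaded with fluo-8 calcium dye were read kinetically (ex 480/em 530) during compound addition, then stimulated with an EC20 of TRH (10 nM final). Enhancement of the Gq-mediated intracellular calcium response was scored.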
TRHR agonist: activates the human TRH receptor; P34981; TRHR cells, calcium flux fluo-8, FDSS agonist mode; activation, % at 2 µM; actives 0.18% (n = 360,000); AID 493084; further: 0% is about no effect
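Steps: seed TRHR cells overnight; add fluo-8 no-wash Ca dye, RT 30 min–1.5 h; record 10 s baseline; pin-transfer compounds; monitor fluorescence 1 cycle/s for the agonist window. Calcium increases flag candidate agonists.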
D1 PAM: human D1 dopamine receptor positive modulation | P21728 | HEK293 TREx D1 cells, calcium flux, dopamine EC20 potentiation | potentiation, % at 10 µM | actives 0.036% (n = 360,000) | AID 504651; in the data active means potentiation above about 30%; further: 0% is about no effect
D2 antag: antagonists of human D2 dopamine receptor | HEK293 TREx D2 cells, calcium flux, dopamine EC80 | inhibition, % at 10 µM | actives 2% (n = 340,000); in the data active means inhibition above about 30%; further: 0% is about no effect
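Dopamine at EC80 is the agonist stimulus; test compounds precede it by 180 s. Calcium flux read kinetically in a force-coupled, inducible HEK293 T-REx D2 cell line.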
RXFP1 antag: blocks the human relaxin receptor RXFP1. activity change, negative = inhibition, % at 57.5 µM. actives 0.59% (n = 350,000). HEK293-RXFP1, relaxin-stimulated cAMP HTRF, 30 min; hits give low values;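 active means activity change of -60% or lower, but not beyond a set lower limit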; further: on the % scale 0 is the no-effect control and ±100 the full control effect
D1 ag: activates the human D1 dopamine receptor | P21728 | HEK293 T-REx D1 cells, calcium flux, agonist mode | activation, % at 2 µM | actives 1% (n = 360,000) | AID 504660; further: 0% is about no effect
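Agonism was scored from calcium flux recorded over 180 s (1 read/s) after pintool compound addition, following a 10-cycle baseline. Cells were inducible force-coupled HEK293 TREx D1, plated overnight at 30 C and loaded with no-wash calcium dye.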
D2 ag: agonists of human D2 dopamine receptor | HEK293 T-REx D2 cells, calcium flux agonist mode | actives 0.53% (n = 340,000) | P14416 | activation, % at 2 µM;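 active means activation over 3 SD above normal in the single-dose calcium agonist read, cut at about 30% in these data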; further: 0% is about no effect
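Tetracycline-induced HEK293 Trex cells with D2 receptor force-coupled to calcium signaling, plated overnight at 30 C and loaded with no-wash calcium dye. Calcium flux read kinetically for 180 s after compound addition; responses flag agonists.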
* = called active by the depositor; · = no result given. Unless noted, no stated cut-off is given here; in the data, active means activation above about 30%; inactive means the rest. A portion of the library. The share of hits here may be higher or lower than overall.

SMILES | D1 antagonist | D2 potentiator | TRHR PAM | TRHR agonist | D1 PAM | D2 antag | RXFP1 antag | D1 ag | D2 ag
CCCC1(CCC)C(=O)NC(=NCc2ccccc2)NC1=O | 2 | -1 | 4 | 0.1 | 8 | -9 | 3 | 3 | -1.9
COC(=O)C1=C(c2ccc3ccccc3c2)C[C@@H]2CC[C@H]1N2C(=O)NCCCOC(C)C | -14 | 26 | -3 | 0.0 | -2 | -9 | · | 2 | 0.5
Cc1ccc(-c2cc(-c3ccc(C)cc3)[n+](-c3ccc(C(=O)O)cc3)c(-c3ccc(C)cc3)c2)cc1 | 2 | 0 | 5 | -0.4 | -6 | -7 | · | 2 | -0.1
CCCCn1c(O)c(C(CC)=Nc2ccc(OCC)cc2)c(=O)[nH]c1=O | 5 | 6 | 2 | 0.0 | -1 | 10 | -14 | 0 | 0.0
COc1ccc(/C=C2/C(=O)NC(=O)N(Cc3ccco3)C2=O)cc1 | 4 | · | -7 | 0.9 | -2 | · | · | 8 | ·
CSc1ncc(Cl)c(C(=O)O)n1 (tested in a mixture with another compound) | -4 | -2 | 4 | 0.3 | -5 | 2 | -1 | 3 | 1.0
Cc1cc(/C=C2\C(=O)NC(=O)N(c3cccc(Br)c3)C2=O)c(C)n1C | 3 | -2 | -2 | -0.1 | -2 | 2 | 2 | 0 | 0.3
CN(C(=O)Oc1ccc(C(C)(C)C)cc1)c1ccccc1 | · | 15 | -1 | 0.4 | -3 | -22 | -30 | 5 | -0.9
CCC(=O)N1N=C(c2c(O)n(CCc3ccccc3)c(=O)[nH]c2=O)CC1c1ccc(OC)c(OC)c1 (stereo unspecified) | -3 | 4 | -4 | 0.1 | -3 | 4 | -31 | 1 | 0.0
O=C1NC(=S)NC(=O)C1C1CCCCC1 | 3 | 10 | 1 | -0.4 | -2 | 19 | 6 | 2 | -0.6
O=C(c1cc(-c2cccnc2)nc2ccc(Cl)cc12)N1CCC2(CC1)OCCO2 | 14 | 2 | 0 | -0.1 | 6 | -17 | 3 | 2 | 3.2
CC(=O)N1CC(=O)Nc2ccc(Cl)cc2C1c1ccccc1 (stereo unspecified) | 3 | -4 | -2 | -0.8 | 0 | 2 | -1 | 6 | -0.2
CCc1ccc(N2C(=O)NC(=O)/C(=C\c3cc(C)n(-c4cc(C(=O)O)cc(C(=O)O)c4)c3C)C2=O)cc1 | -8 | 5 | -3 | 1.6 | -1 | 6 | -13 | 4 | 1.5
CCOC(=O)[C@@]1(C#N)C(c2ccc(Cl)c(Cl)c2)[C@H](C(N)=O)N2C=C(C(C)=O)C=C[C@H]21 (stereo partly specified) | 1 | -3 | 0 | 1.8 | 7 | -11 | 1 | 1 | 0.6
Cc1cc(OCC(=O)N2CCC(C(=O)O)(c3ccccc3)CC2)c2c(C)cc(=O)oc2c1 | -5 | 8 | -3 | -0.4 | -10 | 3 | · | 2 | 0.1
COC(=O)C1=C(c2ccc(F)cc2OCc2ccccc2)C[C@@H]2CC[C@H]1N2C(=O)NCCOc1ccc(OC)cc1 | -2 | -14 | -10 | 0.7 | -4 | 0 | · | 3 | 0.3
CC(C)c1ccc(N2C(=O)CC(=O)NC2=O)cc1 | -17 | -8 | 0 | 4.0 | -6 | 8 | -3 | 3 | 1.3
O=C(CCn1nc(-c2ccc(Cl)cc2)ccc1=O)N1CCC2(CC1)OCCO2 | -2 | · | -4 | -0.3 | 1 | -6 | -9 | 1 | 0.7
CN(C)C(=O)Oc1cccc(NC(=O)c2ccccc2C(F)(F)F)c1 | 14 | -8 | -6 | -0.1 | 1 | -7 | -23 | 3 | 0.2
O=c1c2ccccc2nc(CN2CCCCCC2)n1-c1ccc(F)cc1 | 0 | 1 | 2 | -0.5 | -6 | 8 | 2 | 0 | 0.1
CC(NCc1ccc(Cl)cc1Cl)C(O)c1ccccc1 (stereo unspecified) | 5 | -12 | 2 | -0.7 | -8 | 8 | -10 | 8 | -0.8
O=c1[nH]c(=O)n(Cc2ccc(F)cc2)c(O)c1C=NCCCO | 8 | 1 | 5 | 0.6 | 1 | · | -2 | 0 | ·
CCCCC(CC)COCCCN=Cc1c(O)[nH]c(=S)[nH]c1=O (stereo unspecified) | 10 | 5 | -6 | 0.6 | -4 | -13 | -3 | 3 | -2.3
O=C(Nc1ccc(C(F)(F)F)cc1)OC1CN2CCC1CC2 (stereo unspecified) | -5 | -5 | 3 | 4.0 | -3 | -25 | -12 | 30* | 2.2
COC(=O)C1=C(c2cccc(C#N)c2)C[C@@H]2CC[C@H]1N2C(=O)NCC1CC1 | -12 | -21 | -3 | 0.6 | 7 | -16 | · | 1 | 2.1
CN1CCC(O)(c2cccs2)C(C(=O)c2cccs2)C1 (stereo unspecified) | -12 | -2 | -4 | 0.2 | -2 | -12 | 10 | 3 | 1.5
O=C(c1ccc(Cl)cc1)C12CN3CN(CN(C3)C1)C2 | 0 | 17 | 7 | 0.7 | 3 | 7 | -4 | 3 | 0.9
CN(C)c1ccc(CN2CC=C(c3ccc(F)cc3)CC2)cc1 | -20 | · | 7 | -0.1 | -6 | · | -8 | 5 | ·
C/C=C(\C)C(=O)N[C@@H](c1ccccc1)[C@@H](O)C(=O)O[C@H]1C[C@@]2(O)[C@@H](OC(=O)c3ccccc3)C3[C@](C)(C(=O)[C@H](OC(C)=O)C(=C1C)C2(C)C)[C@@H](O)C[C@H]1OC[C@@]31OC(C)=O (stereo partly specified) | 1 | -8 | -2 | 0.0 | -4 | 20 | · | 2 | 0.2
COC(=O)[C@@H]1[C@@H](C(=O)OC)C2(c3ccccc3-c3ccccc32)N(c2ccc(Cl)cc2)N1C#N | 10 | 0 | 7 | 0.5 | -9 | 7 | -23 | 5 | 0.7
N=c1c2c(n(Cc3ccc(Cl)cc3Cl)c3c1CCC3)CCCC2 | 1 | -2 | -15 | -0.4 | -3 | -10 | 7 | 1 | 0.3
C=C[C@@]12CN(C)[C@H]3[C@H]1[C@@]1(C(=O)Nc4ccccc41)C1CC2[C@@H]3CO1 | -20 | -12 | 2 | -0.8 | -4 | 12 | · | 1 | 1.1
COP(=O)(/C=C(\Cl)c1ccccc1)/C=C(\Cl)c1ccccc1 | -4 | 19 | 14 | 0.0 | -1 | -19 | 3 | 2 | -1.0
Cc1ccc(C2=NCC(=O)Nc3ccc(Br)cc32)cc1 | 6 | -8 | -2 | -0.1 | -6 | 1 | -17 | 0 | -0.3
C=CCN1C(=O)NC(=O)/C(=C/c2ccc(N(C)C)c(Br)c2)C1=O | -12 | 5 | 8 | -0.4 | -1 | -7 | -4 | 0 | 0.1
COc1ccc(OCC(=O)N2CCN(Cc3c[nH]c4ccccc34)CC2)cc1 | 17 | -7 | -1 | 0.6 | -4 | -4 | · | 4 | -0.1
Cc1cccc(C2=NCC(=O)N(CC(=O)NCc3ccco3)c3sc4c(c32)CCCC4)c1 | 9 | 7 | 2 | -0.3 | 2 | · | -69* | 9 | ·
Cc1ccc(C(C)C)c(OCC(=O)N2CCN(CCc3ccncc3)CC2)c1 | -13 | 4 | 0 | -0.4 | -1 | · | · | -2 | 0.2
CC(=O)N1CCN(CC(=O)Nc2ccc(C#N)c(Cl)c2)CC1 | -9 | · | -4 | 0.0 | -4 | · | 9 | 2 | ·
C=CCn1c(O)c(C(CC)=NCCCO)c(=O)[nH]c1=O | 18 | -10 | 1 | 0.1 | -2 | -22 | -24 | 1 | -0.1
Clc1cccc(N2CCNCC2)n1 | -13 | -24 | -1 | 0.0 | -5 | -9 | -4 | 4 | 7.0
Cc1cc(N2CCN(C)CC2)nc2ccccc12 | 10 | · | -5 | 0.8 | -3 | · | -21 | 0 | ·
CC1CCN(CC(=O)c2cccc(C(F)(F)F)c2)CC1 | -16 | 17 | 12 | 0.0 | -8 | 0 | -8 | 3 | -1.6
Cc1ccc(C2C(S(C)(=O)=O)=C(O)C(=O)N2c2ccccc2)cc1 (stereo unspecified) (tested in a mixture with another compound) | -3 | -15 | -4 | 0.5 | -9 | 30 | 4 | 4 | 0.5
CC(=O)Nc1ccccc1C(=O)OCC(=O)c1cccc2ccccc12 | 4 | -4 | -8 | -1.3 | -8 | 5 | 4 | 1 | 0.1
CN1CCN(C(=O)Cc2ccccc2)CC1 | -20 | -4 | -6 | 0.0 | -13 | 3 | 1 | 2 | -0.3
CCOP(=O)(C#CC(C)(C)C)C(O)(c1ccccc1)C(F)(F)F (stereo unspecified) | 8 | 16 | 0 | 0.8 | 3 | -1 | -21 | 4 | 0.6
Fc1ccc(C(OCCN2CCCC2)c2ccc(Br)cc2)cc1 (stereo unspecified) | -5 | -23 | 28 | 1.4 | -6 | 47* | -15 | 25 | 3.6
Cc1csc(=N)n1Cc1ccccc1 | 16 | -6 | 1 | 0.5 | -6 | -1 | 9 | 4 | 0.4
CCC(=O)c1ccc(OC)c(OC)c1 | 2 | 2 | -3 | -0.2 | 2 | -13 | · | 0 | -0.9
CN=C(SCc1ccccc1)c1c(O)n(C)c(=O)n(C)c1=O | -14 | 9 | 5 | 0.5 | -3 | -3 | 10 | 1 | 0.6
OC(CCNCCc1c[nH]c2ccccc12)C(F)(F)Cl (stereo unspecified) | -7 | -43 | 6 | 1.6 | -2 | 53* | 7 | 6 | 14
CCCSP1(=S)NCCCO1 (stereo unspecified) | -1 | -9 | -1 | -1.9 | -1 | -12 | -1 | 6 | 0.1
O=C(Nc1ccc(Cl)cc1C(=O)c1ccccc1)c1ccco1 | -33* | 1 | -6 | -0.2 | -5 | -18 | 2 | 5 | 0.7

Sorted by length of the SMILES (low to high): part of the list above
SMILES | D1 antagonist | D2 potentiator | TRHR PAM | TRHR agonist | D1 PAM | D2 antag | RXFP1 antag | D1 ag | D2 ag
CCC(=O)c1ccc(OC)c(OC)c1 | 2 | 2 | -3 | -0.2 | 2 | -13 | · | 0 | -0.9
CN1CCN(C(=O)Cc2ccccc2)CC1 | -20 | -4 | -6 | 0.0 | -13 | 3 | 1 | 2 | -0.3
Cc1cc(N2CCN(C)CC2)nc2ccccc12 | 10 | · | -5 | 0.8 | -3 | · | -21 | 0 | ·
Fc1ccc(C(OCCN2CCCC2)c2ccc(Br)cc2)cc1 (stereo unspecified) | -5 | -23 | 28 | 1.4 | -6 | 47* | -15 | 25 | 3.6
O=C(Nc1ccc(Cl)cc1C(=O)c1ccccc1)c1ccco1 | -33* | 1 | -6 | -0.2 | -5 | -18 | 2 | 5 | 0.7
CN=C(SCc1ccccc1)c1c(O)n(C)c(=O)n(C)c1=O | -14 | 9 | 5 | 0.5 | -3 | -3 | 10 | 1 | 0.6
CCOP(=O)(C#CC(C)(C)C)C(O)(c1ccccc1)C(F)(F)F (stereo unspecified) | 8 | 16 | 0 | 0.8 | 3 | -1 | -21 | 4 | 0.6
Cc1ccc(C2C(S(C)(=O)=O)=C(O)C(=O)N2c2ccccc2)cc1 (stereo unspecified) (tested in a mixture with another compound) | -3 | -15 | -4 | 0.5 | -9 | 30 | 4 | 4 | 0.5
